Screening data from PubChem BioAssay.
Cav3 T inh – human Cav3.2 channel inhibition, primary screen. O95180. Cav3.2-expressing cells, Fluo-4 calcium fluorescence FDSS; active compounds read low. B-score at 10 µM. 100,000 tested, 4% active;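 active means single-dose well whose peak fluorescence ratio is a statistical outlier from its plate by either plate-standardised score or position-corrected B-score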
An asterisk follows results filed as active.

molecule,Cav3 T inh
CC(O)Cn1c(=O)c2c(nc(Br)n2Cc2ccccc2)n(C)c1=O (stereo not given),1.3
O=C1[C@@H]2[C@H](C(=O)N1Cc1cccnc1)[C@H]1C=C[C@@H]2C1,0.55
O=C(COC(=O)C1c2ccccc2Oc2ccccc21)NC1CCS(=O)(=O)C1 (stereo not given),0.029
COc1ccc(N(C(=O)Nc2ccc(Cl)cc2)C2=NCCC2)cc1,-0.18
CCOC(=O)N1CCN(S(=O)(=O)c2ccc(OCC)cc2)CC1,1.4
Cc1ccc(NC(=O)c2c(O)c3ccccc3n(C)c2=O)nc1,-1.2
COc1ccc(N2CCN(S(=O)(=O)c3cccs3)CC2)cc1,-1.2
CCNCc1cc2cc(C)ccc2[nH]c1=O,0.76
Cc1ccc(S(=O)(=O)Nn2c(C)nnc2-n2nc(C)cc2C)cc1,0.14
Cc1nn(CCOc2ccccc2)c(=O)n1-c1ccccc1,1

Overlap with the part before: 6 entries; new compounds follow.
molecule,Cav3 T inh
CCOC(=O)N1CCN(S(=O)(=O)c2ccc(OCC)cc2)CC1,1.4
Cc1ccc(NC(=O)c2c(O)c3ccccc3n(C)c2=O)nc1,-1.2
COc1ccc(N2CCN(S(=O)(=O)c3cccs3)CC2)cc1,-1.2
CCNCc1cc2cc(C)ccc2[nH]c1=O,0.76
Cc1ccc(S(=O)(=O)Nn2c(C)nnc2-n2nc(C)cc2C)cc1,0.14
Cc1nn(CCOc2ccccc2)c(=O)n1-c1ccccc1,1
O=C(NC1CCCCCC1)c1cc(S(=O)(=O)N2CCOCC2)ccc1N1CCCCC1,-2.4
CC(C)(C)c1cc(NC(=O)COC(=O)c2ccc3c(=O)n4c(nc3c2)CCC4)n(-c2ccccc2)n1,1.4
CC(C)Cn1c(N)c(C(=O)NCc2cccs2)c2nc3ccccc3nc21,-1.8
CN(C)CCCNc1c(C(=O)O)cnc2c1cnn2C,-1.3
CC1=C/C(=N\OC(=O)/C=C/c2ccccc2)C(C)=CC1=O,0.16
Cc1ccc2c(NC(=O)C3CC3)c(C)ccc2n1,0.086
CCOCN(C(=O)Cn1c(COC)nc2ccccc21)c1c(C)cccc1CC,-3.3*
O=C(CN(C(=O)c1cc2c(s1)CCC2)C1CCCC1)NCc1cccs1,-2.6
Cc1ccc(NC(=O)CCC(=O)NNS(=O)(=O)c2ccccc2)c(C)c1,0.41
CCOC(=O)N1CCC(NC(=O)C2CCCN(S(=O)(=O)c3ccc4c(c3)oc(=O)n4C)C2)CC1 (stereo not given),-1.2

molecule,Cav3 T inh
COc1ccc(C2c3c4c(n(C)c3CCN2C)CCN(C)C4c2ccc(OC)cc2)cc1 (stereo not given),0.17
CCCC(=O)NCCc1ccc(S(N)(=O)=O)cc1,0.021
COc1cccc(NC(=O)C2CCCN(S(=O)(=O)c3cccc4cccnc34)C2)c1 (stereo not given),0.057
O=C(O)CCNS(=O)(=O)c1ccc2c(c1)Cc1ccccc1-2,1.4
CCCC(=O)NC(C)c1nc(-c2ccc(C)cc2)no1 (stereo not given),0.49
O=C(O)CCC(=O)CCC(=O)c1ccc(Cl)cc1,0.29
COc1ccc(S(=O)(=O)N(CCc2ccccc2)CC(=O)O)cc1C,0.35
c1ccc2c(c1)ncn2CCN1CCCCC1,0.3
Cc1ccc(NC(=O)NCCc2ccc(S(N)(=O)=O)cc2)cc1,-0.13
CCN(CC)CCN(Cc1cc2cc(C)ccc2[nH]c1=O)C(=O)Nc1ccccc1OC,0.15

molecule,Cav3 T inh
N#C/C(C(N)=O)=c1/ccc2c(c1)N1C3=C(CCCC3)CC3CCCCC31N=2 (stereo not given),-0.11
CC(C)(C)c1cc(C(=O)O)n[nH]1,-0.091
O=C(CN1C(=O)c2ccccc2C1=O)N1CCN(c2ccccn2)CC1,0.38
C=CCn1c(SCC(=O)Nc2ccccc2CC)nnc1-c1ccncc1,0.29
CNS(=O)(=O)c1cc(OCC(N)=O)c(C)cc1Cl,0.59
CCCCOc1ccc(C)cc1CN(CCO)CCO,0.49
O=C(COC(=O)CCC(=O)c1ccc2c(c1)OCCO2)NCc1ccc2c(c1)OCO2,0.77
Nc1nnnn1NCc1cccc(OCc2ccccc2)c1,-0.36
CCN(CC)CCOCCOc1ccccc1F,-0.087
Cc1ccccc1N(CC(=O)NCc1ccncc1)S(C)(=O)=O,-0.8

molecule,Cav3 T inh
FC(F)(F)c1cc(-c2ccccc2)nc(-n2cncn2)n1,1.2
CCOc1ccc(/C=C/[N+](=O)[O-])c2ccccc12,0.87
CCCn1nc(C(=O)Nc2cc(C(=O)OC)ccc2C)c2ccccc2c1=O,-2.7
O=C(c1ccc(Cl)s1)N1CCN(c2nc3ccccc3s2)CC1,-1.9
Cc1cc(N2CCCC2)nc(-c2ccccc2O)n1,0.066
COc1ccccc1N(CC(=O)NC1CCCCC1)C(=O)CCC(=O)Nc1ccccn1,1
CC1(c2nnc(-c3ccccc3)o2)CC(c2c(Cl)cccc2Cl)=NO1 (stereo not given),0.18
COc1ccccc1C1=CC(=O)CCC1,1.4
CCOC(=O)C1CCN(Cc2ccc(F)c(Br)c2)CC1,-0.051
O=C(C1=C[C@H](C2CCCCC2)C[C@H](OCCCCO)O1)N1CCOCC1,0.52

molecule,Cav3 T inh
O=C(c1ccc(-n2cnnn2)cc1)N1CCN(C(c2ccccc2)c2ccccc2)CC1,-4.3*
COc1ccc(CNC(=O)c2cc(-c3ccccc3O)n[nH]2)cc1,0.0047
Cc1cc(C)n2nc(S(=O)(=O)N(C)c3ccccc3)nc2n1,-0.51
Cc1cc(=O)oc2cc(OCC(O)CN3CCc4ccccc4C3)ccc12 (stereo not given),0.92
CN(C)CCCNCCCNC(=O)c1ccco1,0.33
Cn1c(=O)[nH]c(=O)c2c1nc(CN1CCN(c3cccc(Cl)c3)CC1)n2Cc1ccccc1Cl,-0.43
COC(=O)c1ccccc1NC(=S)NC(NC(=O)c1ccco1)C(Cl)(Cl)Cl (stereo not given),-1.1
Clc1cccc(N/N=C/c2ccc(N3CCOCC3)cc2)c1,-1.4
O=C(NNC(=O)c1ccccc1[N+](=O)[O-])c1cnccn1,0.56
Cc1ccc(N(CC(=O)O)C2SC(=O)NC2=O)cc1 (stereo not given),0.73

Rewritten with the structure last: entries from further up.
Cav3 T inh	smiles
-1.1	COC(=O)c1ccccc1NC(=S)NC(NC(=O)c1ccco1)C(Cl)(Cl)Cl (stereo not given)
-1.4	Clc1cccc(N/N=C/c2ccc(N3CCOCC3)cc2)c1

Additional results follow:
molecule,Cav3 T inh
Cn1c(CO)cnc1SCc1ccc([N+](=O)[O-])cc1,-1.6
Cc1nc2n[nH]c(N)c2c2c1COC(C)(C)C2,0.56
COCc1[nH][nH]c(=O)c1C=Nc1ccc(F)cc1F,0.073
O=C(/C=N/O)NCCCN1CCCCCC1,0.68
CCc1ccccc1NC(=O)c1ccc(F)c(S(=O)(=O)N2CCC(C(N)=O)CC2)c1,0.38
O=C1Cc2ccccc2N1c1ccccc1,-0.061
CCOC(=O)c1oc2ccccc2c1NC(=O)CN1CCN(C)CC1,1.2
Cc1nc2ccccc2c2oc(C(=O)NC3CC3)cc12,0.34
Cc1cccc(C)c1NC(=O)N1CC=C(n2c(=O)[nH]c3ccccc32)CC1,0.4
Cc1cc2n(n1)C(c1ccc(N(C)C)cc1)Nc1ccccc1-2 (stereo not given),-7.2*

molecule,Cav3 T inh
O=C1CC(CCC(=O)NC2CC2)c2ccccc2N1 (stereo not given),0.49
Cc1ccccc1OCc1nnc(SCC(=O)NCc2ccccc2)n1C,0.11
COc1ccc(CCNc2oc(-c3ccco3)nc2C#N)cc1,-1
COc1ccccc1CCNC(=O)c1ccoc1C,0.0077
CC(C)Sc1cc(N2CCOCC2)nc(-c2ccc(Cl)cc2)n1,0.094
CC1=C(C(=O)Nc2ccc(F)cc2)C(c2ccc(C)o2)C2=C(CC(C)(C)CC2=O)N1 (stereo not given),1.4
CC(=O)N1CCN(c2ccc(N=Cc3c(O)n(Cc4ccccc4)c(=O)[nH]c3=O)cc2)CC1,0.73
CCOC(=O)c1nc2cc3n(c(C)c-2c1C)C(C)C(C)=C3C (stereo not given),-0.19
O=C(O)C1C2C=CC(C3CC23)C1C(=O)O (stereo not given),-1.6
Cc1ccc(NC(=O)c2ccnc(C(C)(C)C)c2)cc1,-0.47

molecule,Cav3 T inh
O=C(Nc1ccc(N2CCCCC2)cc1)c1cncc(Br)c1,0.17
c1ccc(Nc2nc3ccccc3o2)cc1,1.1
CCCCOC(=O)Nc1cc(C)c(Cl)cc1OC,1.2
O=C(COc1ccc2c(c1)C(=O)CC1(CCCCC1)O2)NCc1ccccn1,0.36
O=c1[nH][nH]cc1C=Nc1ccccc1O,1.8
COc1c(F)c(F)c(C(=O)O)c(Nc2ccccc2)c1F,0.008
CCOc1ccccc1Nc1ncnc2ccccc12,0.43
Cc1csc(NC(=O)c2cccn2C)n1,0.21
O=C(COC(=O)C1COc2ccccc2O1)NC1CCS(=O)(=O)C1 (stereo not given),-0.004
O=C(CCc1ccccc1)NCCCN1CCOCC1,0.014

molecule,Cav3 T inh
COc1cnn(-c2ccccc2)c(=O)c1N(C)C,-0.042
c1ccc(C2CN3CCSC3=N2)cc1 (stereo not given),0.27
COC(=O)c1c(C(=O)OC)c(C)n(Cc2cccnc2)c1C,1.9
O=C1CSC(=O)N1CC(O)COc1ccc(Cl)cc1 (stereo not given),-2.5
c1ccc(CN2CCN(c3nc(-c4ccccc4)nc(-n4ccnc4)n3)CC2)cc1,-0.037
Cn1c(Cc2cccs2)nnc1SCc1nc2ccccc2[nH]1,1.1
O=C(O)c1ccccc1C(=O)NCc1cccnc1,-0.041
Cc1ccc(C(=O)Nc2ccc(S(=O)(=O)N3CCN(C)CC3)cc2)o1,0.51
CC(C)(C)C(=O)NCCc1nc2ccccc2n1CC(=O)c1ccc(Cl)cc1,0.86
CCC1CCCCN1Cc1ccc(OC)c(OC)c1 (stereo not given),0.091

molecule,Cav3 T inh
COc1cc2c(cc1OC)CN(C(=O)CSc1nnc(C)s1)CC2,0.37
CC1(C)Cc2ccccc2C2CC(O)C(=O)N21 (stereo not given),0.69
c1ccc(-c2nc(NCC3CCCO3)c3oc4ccccc4c3n2)cc1 (stereo not given),0.11
O=C(CSc1nc2ccccc2c(=O)n1CCCO)NCc1ccccc1,0.29
CC(C)C(=O)N1CCC2(CC1)Oc1ccc(F)cc1C(=O)C21CC(c2ccc(Cl)cc2)=NO1 (stereo not given),-1.9
CCOc1ccc(C2C(C(=O)c3ccco3)=C(O)C(=O)N2Cc2cccnc2)cc1OC (stereo not given),1.5
C=CCn1c(SCn2nnc3ccccc3c2=O)nnc1-c1ccc(F)cc1,0.68
OCCN1CCN(CC(O)COc2ccc(Cl)cc2)CC1 (stereo not given),0.69
COc1ccc2c(c1OC)CCC2=O,-0.015
CCCn1c(N)c(C(=O)CSc2nc(C)cs2)c(=O)[nH]c1=O,0.042

molecule,Cav3 T inh
CCc1cccc2c(=O)c(C(=O)N3CCCCCC3)c[nH]c12,-0.24
COC(=O)c1oc2nc(C)cc(C)c2c1N,-0.22
NC(=O)NC(c1ccccc1)c1ccccc1F (stereo not given),0.14
CC(C)NC(=O)Cn1c(SCC(=O)N2CCCc3ccccc32)nc2ccccc21,0.45
Cc1nnc(N(Cc2ccco2)C(=O)c2cccc(C#N)c2)s1,0.89
COC(=O)c1ccc(OCc2nc(N)nc(N3CCOCC3)n2)cc1,-0.22
COc1ccc(Br)cc1C(=O)Nc1ccc(O)cc1,-1
CSc1nc(NCc2ccco2)c2ccccc2n1,-1.5
COc1cc(C(=O)NCCc2ccc(S(N)(=O)=O)cc2)cc(OC)c1OC,0.37
Cc1cc(O)ccc1NC(=O)c1ccccc1,0.14

2 entries picked at random from the list so far:
molecule,Cav3 T inh
CSc1nc(NCc2ccco2)c2ccccc2n1,-1.5
COc1cc(C(=O)NCCc2ccc(S(N)(=O)=O)cc2)cc(OC)c1OC,0.37

The results go on.
molecule,Cav3 T inh
Cc1cc(C)c(C#N)c(Sc2nnnn2-c2ccccc2)n1,-0.095
CCCCNS(=O)(=O)c1ccc(OC)c(Cl)c1Cl,-1.3
Cc1n(CC(O)COC2CCCCC2)c2ccccc2[n+]1C (stereo not given),0.68
CCC(Cc1ccccc1)NC(=O)CN1C(=O)CSc2ncccc21 (stereo not given),-2.8
CC1(c2ccccc2)NC(=O)N(CC(=O)NC(=O)NC2CCCC2)C1=O (stereo not given),-0.016
COc1cccc(N(CC(=O)NC(C)(C)C)C(=O)C2CSC(=O)C2)c1 (stereo not given),0.67
CCCCn1c2c(c(=O)n(C)c1=O)C(CC(=O)OCC(=O)Nc1cccc(C(F)(F)F)c1)C(=O)N2 (stereo not given),0.13
CCN(CCNC(=O)c1cccc(N2CCCC2=O)c1)c1ccccc1,0.11
COC(=O)Cc1[nH]nc2c1C(c1cccc(OC)c1OC)C(C#N)=C(N)O2 (stereo not given),0.25
COc1ccc(C)cc1NC(=O)CN1CCN(c2ccc(F)cc2)CC1,-1.3

Shown with values ahead of the structure: part of the list above.
Cav3 T inh	SMILES
0.11	CCN(CCNC(=O)c1cccc(N2CCCC2=O)c1)c1ccccc1
0.25	COC(=O)Cc1[nH]nc2c1C(c1cccc(OC)c1OC)C(C#N)=C(N)O2 (stereo not given)
-1.3	COc1ccc(C)cc1NC(=O)CN1CCN(c2ccc(F)cc2)CC1

The list goes on:
molecule,Cav3 T inh
Cc1cccc(N(C(=O)c2ccc(CN3CCOCC3)o2)C(C(=O)NC2CCCCC2)c2ccc(F)cc2)c1 (stereo not given),-0.046
COc1ccc(N(CC(=O)N2CCN(C)CC2)S(=O)(=O)c2ccccc2)cc1OC,0.21
O=C(Nc1cccc2c1CCCC2)C1CCN(c2nnnn2-c2ccccc2)CC1,0.36
CCOC(=O)C(C)n1cnc2c(nnn2-c2cccc(Cl)c2)c1=O (stereo not given),-0.036

An excerpt; rates above refer to the full screens.
